# Bioassay records: PubChem BioAssay, several laboratories
# VLA-4 inh – inhibition in a human VLA-4 binding assay | P13612 | VLA-4 expressing cells, ligand binding flow cytometry | inhibition, % (about 7 µM as worked out from the volumes in the protocol) | actives 0.2% (n = 330,000) | AID 2557; in the data active = inhibition above about 50%
# MEX-5 binding – C. elegans MEX-5 TCR-2 RNA binding activity | AID 1832 | actives 0.38% (n = 300,000) | MEX-5/FITC-TCR2 RNA binding, fluorescence polarization; active compounds read low | activity score (negative = inhibition of binding), % at 10 µM;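 active = inhibition past about -25% in most replicates, and total fluorescence under double the plate's negative control median, limit read from the data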;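 also: 0% = DMSO and -100% = 5 µM competing unlabeled TCR2 RNA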
# MCL1-BIM inh – disrupts human MCL1 binding to BIM-BH3 peptide. Q07820. GST-MCL1 / FITC-Bim-BH3 fluorescence polarization. inhibition, % at 10.9 µM. actives 0.68% (n = 320,000). AID 2057;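 active = inhibition above the mean inhibition of all tested compounds plus 3 SD, set per campaign, cut at about 40% in these data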;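 also: 0% = DMSO wells and 100% = unlabeled Bim-BH3 peptide control; higher means more loss of mP so more displacement of Bim peptide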
# Target sequence (Q07820 whole entry, looked up): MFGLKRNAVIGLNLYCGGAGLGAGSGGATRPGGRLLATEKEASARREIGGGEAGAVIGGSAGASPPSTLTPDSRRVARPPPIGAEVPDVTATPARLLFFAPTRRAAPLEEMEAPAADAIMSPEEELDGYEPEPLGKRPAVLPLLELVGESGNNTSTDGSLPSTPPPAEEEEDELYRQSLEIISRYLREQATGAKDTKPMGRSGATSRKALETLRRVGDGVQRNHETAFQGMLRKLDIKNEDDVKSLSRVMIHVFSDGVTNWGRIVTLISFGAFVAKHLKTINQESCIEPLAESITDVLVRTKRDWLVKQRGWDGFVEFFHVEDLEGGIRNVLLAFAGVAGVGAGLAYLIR
# Fam108B counter – blocks mouse Fam108B hydrolase in RBBP9 counter-screen; recombinant Fam108B, FP-Rh probe fluorescence polarization; inhibition, % at 9.51 µM; actives 0.33% (n = 300,000);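 active = inhibition above the screen mean inhibition plus 3 SD, computed separately per campaign, cut at about 18% in these data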;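 also: inhibitors lower polarization as less probe binds the enzyme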
# Efflux pump inh – antifungal efflux pump inhibition, Nile Red retention. inhibition, % at 10 µM. S. cerevisiae Candida pump triplex. actives 0.44% (n = 330,000);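 active = plate passing quality check with inhibition over a set limit, or well fluorescence over plate mean plus 4 SD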;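 also: Nile Red retained in pooled yeast measured as flow cytometry median fluorescence; 0% = buffer negative control and 100% = Enniatin B positive control; higher means more Nile Red kept so more efflux inhibition; some compounds called inactive have numbers as strong as hits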
# GRK2 aptamer HTS – human GRK2 inhibition via aptamer displacement | bead flow cytometry, FAM-aptamer displacement from GRK2 | P25098 | actives 0.59% (n = 330,000) | AID 488847 | inhibition of aptamer binding, % at 10 µM;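 active = inhibition of aptamer binding above 40%, roughly 3 SD of noise, on plates passing a quality check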;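 also: median bead fluorescence of bound FAM aptamer so fluorescent compounds give negative values; no value below 0 was filed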
# GLD-1 TGE inh – GLD-1-TGE RNA interaction inhibition (C. elegans). purified GLD-1 + fluorescein TGE RNA, fluorescence polarization. inhibition, % at 5.96 µM. actives 0.44% (n = 320,000). AID 2280;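 active = percent inhibition above a per-plate cutoff, the plate mean of test compounds plus 3 SD, cut at about 30% in these data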;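 also: 0% = DMSO wells with GLD-1 and probe and 100% = wells lacking GLD-1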
# PME-1 inh – blocks human protein phosphatase methylesterase 1. Q9Y570. recombinant PME-1, FP-Rh probe fluorescence polarization. inhibition, % at 5.9 µM. actives 0.53% (n = 320,000). AID 2130;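 active = inhibition above the campaign mean of all compounds plus 3 SD, cut at about 26% in these data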;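 also: competitive labeling of PME-1 active site by serine hydrolase directed probe; 0% = PME-1 with DMSO and 100% = wells lacking PME-1 enzyme; inhibitors block probe labeling so polarization falls and inhibition rises; many of its hits are not listed in these tables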
# Target sequence (Q9Y570 whole entry, looked up): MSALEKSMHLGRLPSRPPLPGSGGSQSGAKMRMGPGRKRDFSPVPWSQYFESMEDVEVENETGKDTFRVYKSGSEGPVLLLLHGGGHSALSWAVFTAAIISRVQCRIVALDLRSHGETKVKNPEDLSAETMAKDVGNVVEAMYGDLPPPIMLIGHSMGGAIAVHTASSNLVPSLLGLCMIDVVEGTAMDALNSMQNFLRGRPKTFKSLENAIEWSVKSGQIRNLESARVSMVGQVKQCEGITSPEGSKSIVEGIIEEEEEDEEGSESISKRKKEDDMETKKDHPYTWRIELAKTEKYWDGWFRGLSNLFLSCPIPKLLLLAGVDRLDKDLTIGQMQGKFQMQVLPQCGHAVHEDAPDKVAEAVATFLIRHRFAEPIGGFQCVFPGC
# Bcl-xL primary – Bcl-xL (human) inhibition; Q07817; GST-Bcl-xL / FITC-Bim BH3 peptide fluorescence polarization; inhibition, % at 10.9 µM; actives 0.7% (n = 320,000); AID 2129;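 active = inhibition above the mean of all tested compounds plus 3 SD, cutoff set per campaign, cut at about 30% in these data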;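 also: 0% = DMSO wells and 100% = unlabeled Bim-BH3 peptide competitor; inhibitors lower millipolarization by displacing the labeled peptide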
# Target sequence (Q07817 whole entry, looked up): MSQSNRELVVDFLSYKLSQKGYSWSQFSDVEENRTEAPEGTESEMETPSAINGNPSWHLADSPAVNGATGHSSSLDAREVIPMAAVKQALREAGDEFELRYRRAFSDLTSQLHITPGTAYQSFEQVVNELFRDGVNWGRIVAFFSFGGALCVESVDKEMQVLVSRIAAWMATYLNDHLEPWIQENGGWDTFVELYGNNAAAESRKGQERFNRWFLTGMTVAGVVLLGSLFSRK
# The depositor's hits bear a star; · = no result given. An excerpt; the hit share may differ from the screen's.
SMILES,VLA-4 inh,MEX-5 binding,MCL1-BIM inh,Fam108B counter,Efflux pump inh,GRK2 aptamer HTS,GLD-1 TGE inh,PME-1 inh,Bcl-xL primary
CCOc1ccccc1NC(=O)NCc1ccc(F)cc1,43,-1.7,-10,0,0.0,0,-6,4,-4
O=C(Cc1cccs1)NCc1ccccc1,13,-2.7,-1,1,0.0,2,-4,-4,0
Cc1ccc(CN2CCNC(=O)C2CC(=O)N(C)CCc2cnn(C)c2)cc1 (stereo not given),2,-1.5,·,·,-0.1,2,·,·,·
Cc1sc2nc3c(C(=O)N4CCCC4)cc(C(=O)c4ccccc4O)cn3c(=O)c2c1C,22,1.3,0,-10,0.0,12,-6,-2,8
CCC(=O)Nc1ccc2nc(C)n(CC(=O)Nc3ccccc3)c(=O)c2c1,0,-1.5,-1,-6,0.0,0,3,-4,-5
O=C(Cn1cccc1C(=O)c1ccccc1)NCc1ccccc1,21,-0.7,6,0,-0.1,0,3,-1,3
CC(C)NC(=O)c1cnc(Sc2ncc(C(F)(F)F)cc2Cl)n1C,1,0.9,-2,-5,0.0,0,-1,2,2
O=C(CN1C(=O)c2ccccc2S1(=O)=O)NC1CCCC1,45,-1.6,2,0,0.0,0,-8,-5,3
COc1ccc(C(=O)COC(=O)c2ccc3c(c2)NC(=O)CS3)c(OC)c1,17,-0.4,1,-1,0.0,0,-1,-2,-3
CC(C)CC(NC(=O)CNC(=O)C1O[C@@H]2OC(C)(C)O[C@@H]2[C@H]2OC(C)(C)O[C@@H]12)C(=O)O (stereo not given in full),1,0.3,1,1,0.2,0,7,3,8

# Six structures from above, ordered by formula weight, low to high.
SMILES,VLA-4 inh,MEX-5 binding,MCL1-BIM inh,Fam108B counter,Efflux pump inh,GRK2 aptamer HTS,GLD-1 TGE inh,PME-1 inh,Bcl-xL primary
CCOc1ccccc1NC(=O)NCc1ccc(F)cc1,43,-1.7,-10,0,0.0,0,-6,4,-4
O=C(Cn1cccc1C(=O)c1ccccc1)NCc1ccccc1,21,-0.7,6,0,-0.1,0,3,-1,3
CC(C)NC(=O)c1cnc(Sc2ncc(C(F)(F)F)cc2Cl)n1C,1,0.9,-2,-5,0.0,0,-1,2,2
Cc1ccc(CN2CCNC(=O)C2CC(=O)N(C)CCc2cnn(C)c2)cc1 (stereo not given),2,-1.5,·,·,-0.1,2,·,·,·
COc1ccc(C(=O)COC(=O)c2ccc3c(c2)NC(=O)CS3)c(OC)c1,17,-0.4,1,-1,0.0,0,-1,-2,-3
CC(C)CC(NC(=O)CNC(=O)C1O[C@@H]2OC(C)(C)O[C@@H]2[C@H]2OC(C)(C)O[C@@H]12)C(=O)O (stereo not given in full),1,0.3,1,1,0.2,0,7,3,8

# More results.
SMILES,VLA-4 inh,MEX-5 binding,MCL1-BIM inh,Fam108B counter,Efflux pump inh,GRK2 aptamer HTS,GLD-1 TGE inh,PME-1 inh,Bcl-xL primary
CC(=O)c1cccc(NC(=O)COc2cc3oc(=O)c(CC(C)O)c(C)c3cc2Cl)c1 (stereo not given),-10,1.5,-4,4,-0.2,0,9,-2,5
Cc1cccnc1NC(=O)C(C)N1C(=O)c2ccccc2C1=O (stereo not given),-4,0.0,-4,0,0.1,2,-4,-3,1
COc1ccc(NC(=O)CSCC(=O)N2c3ccccc3CCc3ccccc32)cc1,3,-0.2,2,4,-0.1,1,1,-1,1
Cc1nc2ncnn2c(C)c1Cc1cccc(F)c1,2,-2.3,-4,-1,0.0,0,12,-3,2
CCOC(=O)CSc1nnc(-c2cccc(Br)c2)o1,8,2.9,-1,6,0.0,0,5,2,3
O=C(Nc1ccccc1F)C1CCCN1S(=O)(=O)c1cccc2nsnc12 (stereo not given),5,3.1,0,0,-0.2,2,-2,2,0
Cc1ccc(C2NC(=O)c3ccccc3O2)cc1 (stereo not given),9,1.2,9,-3,0.1,3,9,1,6
Cc1[nH][nH]c(=O)c1N=Nc1ccccc1C#N,-1,-15,8,8,-0.3,0,-3,4,9
O=C(c1ccncc1)N1CCN(S(=O)(=O)c2cc(C(F)(F)F)cc(C(F)(F)F)c2)CC1,-9,-0.6,1,-2,0.0,0,-1,-2,2
Cc1ccc(CN2CCN(/N=C/c3ccc(C)s3)CC2)cc1,0,1.2,6,2,-0.3,2,0,5,5

# Compound profiles (already shown). Values in the order: VLA-4 inh | MEX-5 binding | MCL1-BIM inh | Fam108B counter | Efflux pump inh | GRK2 aptamer HTS | GLD-1 TGE inh | PME-1 inh | Bcl-xL primary
# Cc1[nH][nH]c(=O)c1N=Nc1ccccc1C#N is entered as -1 | -15 | 8 | 8 | -0.3 | 0 | -3 | 4 | 9
# CCOC(=O)CSc1nnc(-c2cccc(Br)c2)o1 is entered as 8 | 2.9 | -1 | 6 | 0.0 | 0 | 5 | 2 | 3
# Cc1ccc(C2NC(=O)c3ccccc3O2)cc1 (stereo not given) is entered as 9 | 1.2 | 9 | -3 | 0.1 | 3 | 9 | 1 | 6

# Remaining list, next part.
SMILES,VLA-4 inh,MEX-5 binding,MCL1-BIM inh,Fam108B counter,Efflux pump inh,GRK2 aptamer HTS,GLD-1 TGE inh,PME-1 inh,Bcl-xL primary
Cc1ccccc1-c1ccccc1N,16,-1.0,10,-1,0.0,1,2,3,9
COC(=O)c1ccc(NC(=O)C2CCCN2S(=O)(=O)c2ccc(OC)cc2)cc1 (stereo not given),16,0.8,-4,2,-0.2,0,-2,-4,-1
O=C(NCc1n[nH]c(=S)n1-c1cccc(Cl)c1)c1ccc(S(=O)(=O)N2CCCCC2)cc1,-10,4.0,0,5,-0.7,2,-7,7,-8
COc1cc(C2c3c(oc4ccccc4c3=O)C(=O)N2c2ccc(C)cn2)ccc1O (stereo not given),-17,-0.3,0,-1,-0.3,4,5,3,1
COc1cc(CNCCc2ccccc2)cc(Cl)c1OCc1ccccc1,9,·,5,-3,0.1,0,-3,0,5
CN(Cc1ccccc1)C(=O)COC(=O)C1CCN(S(=O)(=O)c2cccs2)CC1,11,3.4,-2,3,0.3,1,0,7,2
C[C@@H](NC(=O)c1nc[nH]c1C(=O)N[C@@H](Cc1ccccc1)C(=O)OCc1ccccc1)c1ccccc1,-22,-1.3,11,-2,-0.1,1,3,-14,3
CCOC(=O)c1cc2c(=O)n3cccc(C)c3nc2n(CCOC)c1=NC(C)=O,8,-1.3,7,1,0.0,0,8,-5,1
CC(C)CCN(CCC(C)C)C(CO)(CO)CO,7,-1.3,2,1,-0.1,3,5,6,-9
CCN1CCN(CC(O)COc2ccc(C(C)=O)cc2)CC1 (stereo not given),-1,-2.5,4,4,0.1,2,-1,2,2
Cc1c(C(=O)N2CCCCC2)nn(-c2ccc(Cl)cc2)c(=O)c1C#N,-15,-2.1,9,1,-0.1,2,-1,-1,1
CCCCn1c(N)c(N(CCOC)C(=O)c2cc(-c3ccco3)nc3ccccc23)c(=O)[nH]c1=O,-5,-6.6,37,5,0.2,21,8,5,18
COc1ccc(-c2cnnc(N/N=C/c3ccc(O)cc3)n2)cc1,10,-3.2,3,2,0.0,1,-5,7,8
CC(=O)Nc1nc(NCc2ccccc2Cl)n(-c2ccccc2)n1,-5,-8.1,0,3,0.0,0,0,1,-4
c1ccc(COc2cccc(CNCc3ccccn3)c2)cc1,7,-0.8,5,2,0.1,0,2,8,4
Cc1ccc(NC(=O)O/N=C/c2c(C)nn(C(C)(C)C)c2C)cc1Cl,-3,-0.1,12,2,-0.1,3,1,-19,1
CN1CCc2nc(SCCOc3ccccc3)c(C#N)cc2C1,-26,-0.7,11,-4,0.0,0,5,-7,16
CC(C)Cn1nc(NC(=O)c2ccco2)c2cc3ccccc3nc21,-8,-5.5,4,-1,-0.1,1,-1,2,8
CCCc1cc(=O)oc2cc(OCC(=O)Nc3cc(C)on3)ccc12,-9,-0.1,-2,9,0.0,0,-2,-3,5
CS(=O)(=O)NCC(c1cccnc1)N1CCN(c2ccccc2F)CC1 (stereo not given),-1,1.0,6,3,-0.2,1,4,-1,4
Cc1c(Cl)cccc1NC(=O)CC(Cc1ccccc1)C(=O)O (stereo not given),7,2.0,-3,2,0.1,0,5,-2,4
CC1CCN(Cc2cc(=O)oc3ccc4ccccc4c23)CC1,3,-0.1,-5,-1,-0.2,14,0,0,1
O=C(NCCc1ccc(Cl)cc1)C1CC(=O)N(C2CCCC2)C1 (stereo not given),21,0.8,3,0,-0.1,1,-1,1,6
O=C(O)/C=C/c1ccc(S(=O)(=O)NCc2cccnc2)cc1,9,-1.4,-4,-5,-0.3,1,1,-4,-1
O=C(O)CC(c1ccccc1)N1C(=O)c2cccc([N+](=O)[O-])c2C1=O (stereo not given),0,-1.9,17,5,-0.1,0,11,-6,12
COCC(=O)Nc1ccc(S(=O)(=O)Nc2nccs2)cc1,10,-3.3,3,-4,0.0,1,11,-2,2
COC(=O)c1ccc(CNC(=O)COC(=O)C23CC4CC(CC(C4)C2)C3)cc1,4,3.0,-3,-1,-0.1,0,4,4,1
COc1ccc2nc(NC(=O)CSc3n[nH]c(N)n3)sc2c1,-3,-11,-2,-1,0.0,0,0,1,3
O=c1[nH]nc(Sc2ncnc3sccc23)n1CCc1ccccc1,3,-0.7,-2,0,-0.1,5,1,7,-1
Cc1ccccc1N1CCN(S(=O)(=O)c2nnc(NC(=O)CC(C)C)s2)CC1,8,1.6,-1,-6,0.4,2,-6,-2,3
CCN(CC(=O)NCc1cccs1)C(=O)CCC(=O)c1ccc(F)cc1,6,3.1,-4,8,0.2,1,0,3,-5
CC(C)C(=O)Nc1nnc(SCC(=O)NCC2CCCO2)s1 (stereo not given),7,-3.3,4,-5,0.0,2,-4,-2,-1
CC(C)C(NC(=O)c1ccccc1F)C(=O)NCCc1ccccn1 (stereo not given),2,-0.4,1,1,0.1,0,2,0,2
CCOC(=O)c1ccccc1OC(=O)CS(=O)c1ccccc1[N+](=O)[O-] (stereo not given),2,-2.3,5,3,0.1,2,3,6,4
O=C(NCCc1ccccc1)C1=CCN(S(=O)(=O)c2ccccc2)CC1,14,-2.4,-3,4,0.0,1,-5,7,5
O=C1C=C(c2ccc3[nH]ccc3c2)C[C@@H](c2ccc(F)cc2)C1,16,·,-3,·,-0.1,1,10,0,-3
COc1ccc(NC(=O)Nc2nc3ccccc3s2)cc1,17,-1.7,-3,0,-0.1,0,-5,0,0
COC(CNC(=O)c1cc(-c2ccncc2)nc2ccc(S(=O)(=O)N3CCOCC3)cc12)OC,-7,-1.0,0,4,0.2,0,5,2,0
O=C(O)c1ccc(NC(=O)c2cn(-c3ccccc3)nc2-c2ccccc2)cc1,9,2.4,6,-4,0.3,0,-6,-2,8
CSc1ccc(CCNC(=O)c2ccc(CS(=O)Cc3ccc(Cl)cc3)o2)cc1 (stereo not given),10,-0.8,9,3,0.0,0,-6,-2,6
Fc1ccc(Br)cc1C1C=C(c2ccc(Br)s2)Nc2ncnn21 (stereo not given),-4,-2.1,-2,-2,0.1,3,19,-5,38*
O=C(COC(=O)C1CC1)Nc1ccc(S(=O)(=O)N2CCOCC2)cc1,5,·,·,·,-0.1,2,2,·,·
COc1ccc(/C=N/NC(=O)c2c(C)nnn2-c2nonc2N)cc1OC,8,-2.8,-6,-6,0.1,0,0,0,-5
